EPAC2 antagonist – EPAC2 (human) antagonism. EPAC2 GEF exchange of Rap1B-BODIPY-GDP, fluorescence. Potency, µM (top dose mostly 114 µM), for the others: at the highest dose activity, negative = inhibition, actives largely listed as inhibitors. AID 720708. Q8WZA2. 0.18% of 360,000 active; also: potency is read from the fitted curve at half-maximal effect; % is scaled to controls: 0 for no effect and ±100 for the full control effect; nearly all actives have a fitted effect of over 45% in size; many of its hits are not listed in these tables
TDP-43 yeast inh – TDP-43 toxicity inhibition in yeast; TDP-43 expressing yeast growth rescue, BacTiter-Glo, 24 h; Potency, µM (highest dose often 46.1 µM), for the others: at the highest dose growth rescue (activation), usual class: activators; 1.8% of 410,000 active; AID 652104; also: potency is read from the fitted curve at half-maximal effect; % of control where 0% means no effect; nearly all actives have a fitted effect of over 50% in size
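Cell-based yeast growth screen: TDP-43 expression induced in galactose, inoculum OD600=0.02 after raffinose pregrowth to mid-log. Read-out BacTiter-Glo luminescence at 24 hr, 30 deg C; inhibition of toxicity seen as signal increase.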
FUS yeast rescue – suppressors of FUS proteinopathy in yeast. S. cerevisiae FUS-expressing, growth rescue, OD600, 24 h. Potency, µM (titrated, usually from 76.6 µM), for the others: at the top dose growth rescue (activation), usual class: activators. 0.24% of 390,000 active. AID 1347120;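 also: potency is read from the fitted curve at half-maximal effect; plate controls were DMSO vehicle for no effect and reference control for full effect; nearly all actives have a fitted effect of over 55% in size; some results filed as inactive show a strong effect at the top dose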
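Galactose (2%) drives FUS expression in yeast precultured in raffinose; seeding density OD 0.005. Test compounds incubated 24hr at 30C and 99% humidity before absorbance at 600 nm was measured.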
aSyn rescue – alpha-synuclein toxicity inhibition in yeast; Potency, µM (highest dose often 46.1 µM), for the others: top-dose growth rescue (activation), usual class: activators; 0.14% of 370,000 active; Yeast expressing alpha-synuclein, growth rescue, BacTiter-Glo, 24 h; also: potency is read from the fitted curve at half-maximal effect; % of control where 0% means no effect; nearly all actives have a fitted effect of over 65% in size
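Galactose-induced alpha-syn yeast (OD600=0.02, raffinose-pregrown) + pinned cpd, 24 hr, 30 deg C; growth by BacTiter-Glo luminescence. Growth restoration scores as activation.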
EPAC2 ag – EPAC2 (human) agonism. EPAC2 activation, biochemical qHTS; response scale: 100% = 6.5 mM cAMP response. Q8WZA2. 0.079% of 360,000 active. Potency, µM (series often up to 154 µM), without a hit: top-dose activation, actives largely listed as activators; also: potency is read from the fitted curve at half-maximal effect; nearly all actives have a fitted effect of over 50% in size
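Fluorescence exchange assay: 100 nM EPAC2 with 250 nM RAP1B-BODIPY-GDP and 50 uM GDP; compounds tested as a concentration-titration series (qHTS). Loss of Rap1-bound BODIPY-GDP fluorescence read at 480/540 nm; data normalized to 6.5 mM cAMP.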
DRD3 agonist – agonists of human D3 dopamine receptor | P35462 | 0.58% of 410,000 active | max activation, % | D3R DiscoveRx beta-arrestin cells, luminescence, 90 min; in the data active = max activation above about 30%; also: 0% is about no effect; mostly tested at two doses, the higher about 12 µM
Target sequence (P35462 whole entry, looked up): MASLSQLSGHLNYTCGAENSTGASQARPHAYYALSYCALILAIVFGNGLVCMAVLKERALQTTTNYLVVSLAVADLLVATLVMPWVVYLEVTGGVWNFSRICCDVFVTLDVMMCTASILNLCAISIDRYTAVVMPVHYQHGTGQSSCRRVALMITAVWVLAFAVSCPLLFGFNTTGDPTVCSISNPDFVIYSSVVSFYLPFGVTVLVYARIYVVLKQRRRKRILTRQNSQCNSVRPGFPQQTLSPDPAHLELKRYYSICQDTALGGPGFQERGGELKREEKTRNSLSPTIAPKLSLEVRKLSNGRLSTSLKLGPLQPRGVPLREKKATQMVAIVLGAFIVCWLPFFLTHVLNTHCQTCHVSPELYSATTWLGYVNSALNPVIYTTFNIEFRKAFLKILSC
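Agonist mode: compounds and dopamine controls were applied to plated cells for 90 min at 37 degrees C after an overnight attachment at 1500 cells/well. Luminescent read-out followed 30 - 60 minutes at room temperature with DiscoveRx detection reagent.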
D3 antag – D3 dopamine receptor (human) antagonism; D3R cells, DiscoveRx beta-arrestin luminescence, antagonist mode; stronger effect = lower value; max response, negative = inhibition, %; AID 652054; P35462; 2.5% of 360,000 active; in the data active = max response below about -50%; inconclusive = no clear call, values can overlap the other calls; also: % is scaled to controls: 0 for no effect and ±100 for the full control effect; mostly tested at two doses, the higher about 12 µM
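Cells expressing the human receptor were seeded at 1500 cells/well, incubated overnight at 37 degrees C in 5% CO2, then exposed to library compounds with dopamine controls for 90 minutes at 37 degrees C before luminescent detection.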
Abeta rescue – compounds reversing amyloid beta toxicity in yeast; yeast expressing A-beta42, growth rescue, OD600, 48 h; response scale: 0% DMSO, 100% iron-clioquinol control; 0.063% of 410,000 active; Potency, µM (titrated, usually from 46.1 µM), for the others: at the highest dose growth rescue, usual class: activators; also: potency is read from the fitted curve at half-maximal effect; nearly all actives have a fitted effect of over 55% in size
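Growth rescue measured by 600 nm absorbance after 48 h yeast culture at 30 C with compound. Values normalized between DMSO and an equimolar ferric chloride plus clioquinol control.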
* = called active by the depositor; ? = inconclusive; / = not tested or not shown; [ ] = another dose, or the depositor's remark. Unless noted, calls follow the shape of the dose curve; as a rule, active = well fitted curve in the direction sought with a large enough effect; inconclusive = small, poorly fitted or top-dose-only effect, or another doubt; inactive = no such curve, though single readings can be large; an effect the other way counts as inactive or inconclusive. Not all compounds are listed; rates above refer to the full screens.

1: CC[C@@H](C)[C@@H](C(=O)N1CCN(C(=O)OC(C)(C)C)CC1)n1cc(CCCCNC(=O)OC(C)(C)C)nn1
2: O=C(CSc1nnnn1-c1ccccc1)Nc1ncc2c(n1)CC(c1ccco1)CC2=O (stereo unspecified)
3: O=C(COc1ccc(Br)cc1)NNC(=O)c1cc(S(=O)(=O)N2CCOCC2)ccc1Cl
4: CC1CC/C(=N/Nc2ccccc2)C(=O)N1 (stereo unspecified)
5: CCN(CC(=O)NCc1cccs1)C(=O)CCOc1ccccc1
6: CC(=O)N1CCc2cc(CNC(=O)Nc3ccccc3C(F)(F)F)ccc21
7: COc1cc(C2C(C#N)=C(N)Oc3n[nH]c(C)c32)ccc1OC(=O)c1ccccc1 (stereo unspecified)
8: COc1ccc(S(=O)(=O)Nc2cc(OC)c(NC(=O)c3ccco3)cc2OC)cc1

assay / compound	1	2	3	4	5	6	7	8
EPAC2 antagonist	1%	0%	6%	-2%	8%	/	14%	-3%
TDP-43 yeast inh	-10%	-1%	0%	3%	0%	3%	-2%	-23%
FUS yeast rescue	24%	-13%	/	/	14%	12%	8%	12%
aSyn rescue	0%	0%	-1%	0%	-11%	/	4%	25%
EPAC2 ag	-7%	0%[15.6 µM]	-5%	-5%	2%	/	3%	16%
DRD3 agonist	53*	0	0	-4	4	-16	0	12
D3 antag	142	24	14	-19	-14	/	-11	-19
Abeta rescue	1%	5%	2%	-2%	-5%	-14%	2%	-11%

Among those listed so far, two have a halogen.
3: O=C(COc1ccc(Br)cc1)NNC(=O)c1cc(S(=O)(=O)N2CCOCC2)ccc1Cl
6: CC(=O)N1CCc2cc(CNC(=O)Nc3ccccc3C(F)(F)F)ccc21

assay / compound	3	6
EPAC2 antagonist	6%	/
TDP-43 yeast inh	0%	3%
FUS yeast rescue	/	12%
aSyn rescue	-1%	/
EPAC2 ag	-5%	/
DRD3 agonist	0	-16
D3 antag	14	/
Abeta rescue	2%	-14%

Next part:
9: CC(=O)Oc1ccc2nc(/C=C/c3ccc(C=O)cc3)oc(=O)c2c1
10: OCCC1CN(Cc2nc3ccccc3s2)CCN1C1CCCC1 (stereo unspecified)
11: O=C(c1cccs1)N1CCN(c2nc3ccc([N+](=O)[O-])cc3s2)CC1
12: Cn1cccc1CC(=O)NNC(=S)Nc1ccc(Cl)cc1Cl
13: O=C(COc1cccc2c1CCN(Cc1ccc(Br)cc1)C2=O)N1CCOCC1
14: O=C(Cn1nnc(-c2ccncc2)n1)N1CCc2ccccc21
15: Nc1nc(CSc2ccccn2)nc(Nc2ccccc2)n1
16: CCOc1ccc(NC2=C(Cl)C(=O)N(C3CCCCC3)C2=O)cc1

assay / compound	9	10	11	12	13	14	15	16
EPAC2 antagonist	-1%	5%	-7%	-8%	-17%	-1%	-4%	7%
TDP-43 yeast inh	-7%	1%	20%	14%	19%	5%	19%	8%
FUS yeast rescue	-16%	-1%	-25%	-9%	18%	-20%	13%	-7%
aSyn rescue	-11%	-7%	-1%	-10%	13%	-13%	-2%	2%
EPAC2 ag	1%	6%	-5%	-2%	0%	3%	2%	-3%
DRD3 agonist	5	-10	5	-6	-1	2	-3	9
D3 antag	0	3	11	8	5	10	14	0
Abeta rescue	-2%	15%	15%	5%	-9%	8%	9%	-2%

17: O=C(Nc1cccc(C(=O)N2CCCCC2)c1)C1CCC1
18: COc1cc(NC(=O)Nc2ccccc2OC)c(OC)cc1NC(=O)CN1CCCCC1
19: COc1ccc(C2CC(=O)c3cc(OC)c(OC)cc32)cc1OC (stereo unspecified)
20: Cc1[nH]c2ccccc2c1C(=O)CSc1ncn[nH]1
21: O=c1n(Cc2ccc(Cl)cc2)nc2n1-c1ccccc1OC2
22: CCCCCCCCCSc1n[nH]c(N)n1
23: O=C(NC1CCOC1=O)c1ccccc1 (stereo unspecified)
24: CC(C)CNc1nc2c(c(=O)n(C)c(=O)n2C)n1Cc1cccc(Br)c1

assay / compound	17	18	19	20	21	22	23	24
EPAC2 antagonist	7%	0%	-1%	-4%	/	-6%	9%	-5%
TDP-43 yeast inh	12%	-12%	7%	4%	22%	-4%	-18%	18%
FUS yeast rescue	-27%	-9%	-9%	-2%	-3%	8%	14%	-1%
aSyn rescue	2%	-17%	-1%	3%	/	-5%	0%	1%
EPAC2 ag	3%	?	14%	2%	/	6%	3%	-4%
DRD3 agonist	2	-5	-8	-2	7	0	-1	-4
D3 antag	7	6	-25	?	/	28	1	-3
Abeta rescue	8%	1%	-2%	20%	1%	-33%[inhibitor]	-5%	10%

By substructure: the entries above with a thiophene ring, fused or not (2)
5: CCN(CC(=O)NCc1cccs1)C(=O)CCOc1ccccc1
11: O=C(c1cccs1)N1CCN(c2nc3ccc([N+](=O)[O-])cc3s2)CC1

assay / compound	5	11
EPAC2 antagonist	8%	-7%
TDP-43 yeast inh	0%	20%
FUS yeast rescue	14%	-25%
aSyn rescue	-11%	-1%
EPAC2 ag	2%	-5%
DRD3 agonist	4	5
D3 antag	-14	11
Abeta rescue	-5%	15%

(cont.)
25: Cc1ccc(-c2nc3ncccc3o2)cc1NC(=O)CC(C)C
26: CCN(CC(=O)Nc1c(F)cccc1F)C(=O)CCNS(=O)(=O)c1ccc(C)c(C)c1
27: O=C(CC1N=C2c3ccccc3N=C(SCc3ccc(F)cc3)N2C1=O)NCCc1ccccc1 (stereo unspecified)
28: Cn1c(=O)c2ccccc2n(CC(=O)Nc2ccc3c(c2)OCCO3)c1=O
29: COc1ccc(Cl)cc1-c1cc(C(=O)NCc2ccc(F)cc2)[nH]n1
30: Cc1ccc(-c2csc3nnc(SCC(=O)N4CCN(Cc5ccccc5)CC4)n23)cc1
31: CCOC(=O)n1c(=O)n(Cc2ccccc2Cl)c2ccccc21
32: Cc1ccc2nc(N3CCN(C)CC3)c(C=O)c(=O)n2c1
33: Cc1ccc(SCC(=O)NC2CCCCCC2)cc1

assay / compound	25	26	27	28	29	30	31	32	33
EPAC2 antagonist	3%	8%	/	10%	-15%	-1%	4%	-1%	-3%
TDP-43 yeast inh	13%	7%	31%	-11%	0%	-2%	7%	6%	-27%
FUS yeast rescue	3%	9%	?	-9%	2%	/	12%	17%	31%
aSyn rescue	1%	1%	/	4%	6%	-4%	11%	-3%	12%
EPAC2 ag	1%	1%	/	9%	5%	7%	26%	13%	13%
DRD3 agonist	0	2	0	17	-19	-6	-7	-19	-3
D3 antag	11	-9	/	-3	?	-13	-21	-2	-17
Abeta rescue	-1%	10%	-9%	-6%	-5%	20%	-35%[inhibitor]	-14%	31%

Copied from above: nos. 26–28
26: CCN(CC(=O)Nc1c(F)cccc1F)C(=O)CCNS(=O)(=O)c1ccc(C)c(C)c1
27: O=C(CC1N=C2c3ccccc3N=C(SCc3ccc(F)cc3)N2C1=O)NCCc1ccccc1 (stereo unspecified)
28: Cn1c(=O)c2ccccc2n(CC(=O)Nc2ccc3c(c2)OCCO3)c1=O

assay / compound	26	27	28
EPAC2 antagonist	8%	/	10%
TDP-43 yeast inh	7%	31%	-11%
FUS yeast rescue	9%	?	-9%
aSyn rescue	1%	/	4%
EPAC2 ag	1%	/	9%
DRD3 agonist	2	0	17
D3 antag	-9	/	-3
Abeta rescue	10%	-9%	-6%
